Source: PubChem
ARFGAP1 inhibitor: inhibitors of rat ARFGAP1 GAP activity, primary screen, biochemical, fluorescence polarization, GDP tracer | ADP-ribosylation factor GTPase-activating protein 1 (Rattus norvegicus), Q62848 | Arfgap1-stimulated ARF1 GTP hydrolysis, GDP FP detection | inhibition, % at 16.5 µM | 0.26% of 360,000 active | AID 651572, 2012;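 active = inhibition above a per-plate limit, mean inhibition of low control wells plus 3 SD, cut at about 25% in these data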;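 note: 0% = DMSO wells with enzyme and 100% = wells lacking Arfgap1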
Target sequence (Q62848 1-136 limits assumed): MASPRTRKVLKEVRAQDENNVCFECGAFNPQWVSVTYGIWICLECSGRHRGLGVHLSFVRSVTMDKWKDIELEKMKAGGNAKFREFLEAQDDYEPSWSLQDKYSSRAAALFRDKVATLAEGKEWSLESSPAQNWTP
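Repeats: one replicate per compound; assay system: rat Arfgap1 catalytic domain, aa 1-136; times: enzyme reaction 120 min at 25 °C after 20 min preincubation; detection: FP of antibody-bound GDP Alexa 633 tracer, ex 620/em 688 nm; benchmarks: high control wells lacking Arfgap1, low control full reaction with DMSO; reagent: human ARF1(Δ1-17)-GTP substrate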
PLC-beta3 inh: human PLC-beta3 inhibitors, primary screen, biochemical, fluorescence. 1-phosphatidylinositol 4,5-bisphosphate phosphodiesterase beta-3 (Homo sapiens), Q01970. Purified PLC-beta3, fluorogenic substrate. inhibition, % at 12.2 µM. 0.18% of 370,000 active. AID 720704, 2013; in the data active = inhibition above about 11%;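 note: 0% = median of compound wells on plate and 100% = full blocker control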
DDE Tn6 FP inh: inhibitors of Tn6 peptide binding to fibrin DD(E), primary screen, biochemical, fluorescence polarization, human fibrin, Tn6 probe | AID 720509, 2013 | Fibrin DD(E) TRITC-Tn6 fluorescence polarization displacement | 0.21% of 370,000 active | inhibition, % at 8.3 µM;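 active = inhibition above a per-campaign cutoff: mean of compounds within control limits plus 3 SD, cut at about 15% in these data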;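 note: 0% = median of all compound wells on the plate and 100% = blocking peptide control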
HGIII-sPLA2 inh: human group III sPLA2 inhibitors, primary screen, biochemical, QFRET, BODIPY PC-A2 liposome substrate; Group 3 secretory phospholipase A2 (Homo sapiens), Q9NZ20; QFRET BODIPY PC-A2 liposome hydrolysis, fluorescence; inhibition, % at 12.2 µM; 0.56% of 370,000 active;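 active = inhibition above mean plus 3 SD of compounds lying within the high and low control bounds, cut at about 19% in these data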;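 note: 0% = median of test compound wells and 100% = no enzyme DMSO wells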
Target sequence (Q9NZ20 whole entry, looked up): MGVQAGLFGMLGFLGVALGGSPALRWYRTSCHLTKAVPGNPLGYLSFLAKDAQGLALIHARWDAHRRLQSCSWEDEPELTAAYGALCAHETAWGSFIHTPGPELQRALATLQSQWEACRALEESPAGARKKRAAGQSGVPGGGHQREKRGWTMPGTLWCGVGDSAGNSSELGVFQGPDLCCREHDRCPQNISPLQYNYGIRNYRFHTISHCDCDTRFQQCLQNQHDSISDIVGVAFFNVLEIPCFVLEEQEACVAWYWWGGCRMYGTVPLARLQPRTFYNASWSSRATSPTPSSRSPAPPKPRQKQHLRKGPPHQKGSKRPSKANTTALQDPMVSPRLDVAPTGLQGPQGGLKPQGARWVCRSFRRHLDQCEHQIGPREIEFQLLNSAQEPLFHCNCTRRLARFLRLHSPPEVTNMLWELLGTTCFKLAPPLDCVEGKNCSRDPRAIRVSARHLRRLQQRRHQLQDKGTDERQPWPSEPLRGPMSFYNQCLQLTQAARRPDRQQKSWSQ
KLK7 zymogen act: proKLK7 zymogen activators, primary screen, biochemical, fluorescence intensity. Kallikrein-7 (Homo sapiens), P49862. purified proKLK7, EDANS-DABCYL substrate fluorescence; 100% is mature enzyme control, 0% vehicle. activation, % at 7 µM. 0.9% of 370,000 active;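 active = activation above the mean of all tested compounds plus 3 SD, computed per campaign excluding outliers beyond control limits, cut at about 13% in these data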
ASAP1 inh: inhibitors of human ASAP1 ArfGAP activity, primary screen, biochemical, fluorescence polarization | Arf-GAP with SH3 domain, ANK repeat and PH domain-containing protein 1 (Homo sapiens), … | ASAP1-stimulated ARF1 GTP hydrolysis, GDP FP detection | inhibition, % at 16.5 µM | 0.19% of 360,000 active | AID 624377, 2012; in the data active = inhibition above about 25%;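 note: 0% = vehicle with enzyme and substrate and 100% = no enzyme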
Target sequence (Q9ULH1 325-724 limits assumed): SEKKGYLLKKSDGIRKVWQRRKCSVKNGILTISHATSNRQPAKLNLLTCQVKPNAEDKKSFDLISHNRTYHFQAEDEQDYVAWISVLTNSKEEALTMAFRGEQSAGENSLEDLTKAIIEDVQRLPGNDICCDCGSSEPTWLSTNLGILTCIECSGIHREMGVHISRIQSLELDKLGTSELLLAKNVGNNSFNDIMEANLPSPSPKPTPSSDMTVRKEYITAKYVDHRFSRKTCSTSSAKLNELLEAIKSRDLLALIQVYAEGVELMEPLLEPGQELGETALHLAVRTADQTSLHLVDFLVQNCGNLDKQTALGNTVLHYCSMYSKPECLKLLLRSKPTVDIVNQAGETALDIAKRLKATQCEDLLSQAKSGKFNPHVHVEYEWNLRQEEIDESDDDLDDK
DDE Tn7 FP inh: inhibitors of Tn7 peptide binding to fibrin DD(E), primary screen, biochemical, fluorescence polarization, human fibrin, Tn7 probe; 0.13% of 370,000 active; inhibition, % at 8.3 µM; AID 720508, 2013; FP displacement of FITC-Tn7 peptide from fibrin DD(E); 0% = median of compound wells per plate;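 active = inhibition above the mean of compounds falling within the control limits plus 3 SD of them, cut at about 14% in these data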;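 note: 0% = plate median of compound wells and 100% = 10 µM Aha-Tn7 peptide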
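Also added: labelled Tn7 tracer, 0.1 µM; Assay system: human fibrin DD(E) protein; Amount: 2 µM fibrin DD(E); Schedule: 10 min compound pre-incubation, 3 h probe incubation at room temperature; Repeats: one replicate per compound; Read-out basis: percent inhibition; Measured by: fluorescence polarization of the labelled Tn7 tracer.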
PLCg1 inh: PLC-gamma1 enzyme inhibitors, primary screen, biochemical, fluorescence, purified enzyme; fluorogenic substrate; inhibition, % at 12.2 µM; 0.84% of 370,000 active; AID 720700, 2013; in the data active = inhibition above about 9.5%
Rev-erbA mod: modulators of Rev-erb alpha DNA binding, primary screen, biochemical, FITC-DNA, fluorescence polarization, uHTS; Nuclear receptor subfamily 1 group D member 1 (Homo sapiens), P20393; Rev-erbα–FITC-DNA binding, 90 min; activity, % at 10 µM; 0.79% of 370,000 active;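 active = activity above about 14%, limit read from the data; passing the limit was not always enough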;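 note: 0% = DMSO wells with 35 nM protein and 100% = DMSO wells with 750 nM protein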
UHRF1 binding: UHRF1 methylated DNA binding inhibitors, primary screen, counter-screen for MBD2 inhibitor project, biochemical, TR-FRET, human UHRF1, single concentration; E3 ubiquitin-protein ligase UHRF1 (Homo sapiens), Q96T88; UHRF1 binding to methylated oligo; inhibition, % at 4.4 µM; 0.75% of 370,000 active; AID 687016, 2013; in the data active = inhibition above about 21%;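 note: UHRF1 SRA domain binding a hemimethylated CpG hairpin DNA probe; 0% = median of test compound wells and 100% = reference inhibitor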
The depositor's hits bear a star; x = not tested or not shown. Compounds as they come. About 4.5% of those tested had a hit in this group.

Below each compound: ARFGAP1 inhibitor	PLC-beta3 inh	DDE Tn6 FP inh	HGIII-sPLA2 inh	KLK7 zymogen act	ASAP1 inh	DDE Tn7 FP inh	PLCg1 inh	Rev-erbA mod	UHRF1 binding
> COc1ccc(S(=O)(=O)Nc2cc(C(C)C)c(O)cc2C)cc1
  -2.0	-0.9	-6.6	-20.8	-0.1	-15.2	0.0	0.8	1.4	1.7
> COc1cc(CN(C2CCCCC2)S(=O)(=O)c2ccc(S(=O)(=O)N(C)C3CCCCC3)cc2)cc(OC)c1OC
  8.6	2.2	-2.8	-4.5	0.1	-1.1	-0.6	-1.2	-1.9	0.5
> COc1ccccc1NC(=O)CS(=O)(=O)c1cccc2nsnc12
  -4.3	4.2	6.5	2.1	0.2	2.5	-10.4	3.0	-0.1	-4.2
> Cc1cccc(-n2c(Cc3ccccc3)nnc2SCC(=O)N2CCOCC2)c1
  -2.6	4.4	-7.0	11.7	-0.2	11.2	-3.8	13.6*	-0.7	13.7
> COc1ccc2[nH]c3c(c2c1)CCN1C(=O)C(CC(=O)NCCC2=CCCCC2)C[C@H](C(=O)N(C(C)C)C(C)C)[C@@]31C (some centres not stated)
  -5.3	1.7	1.4	1.3	0.3	13.0	4.5	0.8	-0.5	-1.2
> CCC(C)NC(=O)c1nc2c(nnn2Cc2ccccc2Cl)c(=O)[nH]1 (configuration not stated)
  -7.6	-0.2	2.8	-8.3	0.3	7.0	2.0	0.1	-5.6	-1.5
> CCOC(=O)c1nn(-c2ccc(C)cc2)c(=O)cc1OCC(=O)Nc1cccc(C)c1
  7.7	-2.1	-0.8	5.2	0.3	1.5	0.8	-3.4	-0.1	1.6
> CCC(C)CN1C(=O)CSCC1(C)C(=O)Nc1ccc2c(c1)OCCO2 (configuration not stated)
  8.1	3.8	-7.0	-0.6	1.1	-6.6	-4.0	0.2	1.3	-1.5
> CC1(C)COC(Cn2c3ccccc3c3ccccc32)O1 (configuration not stated)
  7.0	-7.3	-3.6	-0.3	-0.1	3.4	5.0	-0.7	7.3	-0.4
> c1ccc(CCNc2ncnc3nc[nH]c23)cc1
  5.7	5.3	4.1	-4.7	0.3	2.4	-3.7	8.3	-3.0	-0.8
> CCC1(C)Cc2c(sc3nnn(CC(=O)Nc4cccc5ccccc45)c(=O)c23)CO1 (configuration not stated)
  2.9	-4.8	2.8	-0.3	0.0	-0.5	6.1	-0.1	3.8	2.5
> Cc1cccc(NC(=O)c2cc([N+](=O)[O-])ccc2Cl)c1O
  -2.1	4.3	10.1	-24.7	0.7	-1.2	-2.2	3.1	0.9	-1.4
> CO/N=C/c1ccc(Oc2ccc([N+](=O)[O-])cc2[N+](=O)[O-])c(OC)c1
  -3.7	2.7	-2.4	1.3	-0.3	-0.2	3.2	3.7	-7.7	-1.0
> CCOC(=O)N1CCC(NS(=O)(=O)c2ccc(C)c(Cl)c2)CC1
  -4.4	-5.8	-6.7	-2.4	-0.4	9.2	6.0	-1.6	-2.0	4.1
> Cc1cc(Br)cn2c(Cc3cccc(F)c3)c(C3CCCCC3)nc12
  -7.7	-3.2	-7.4	-1.2	-0.9	-3.7	6.2	1.7	8.7	7.3
> O=C(COc1ncnc2sccc12)N1CCN(c2ccccc2)CC1
  -0.6	-11.1	0.1	4.8	0.5	5.0	6.5	-4.1	2.0	-0.3
> CN(C)CCCN(C(=O)COc1ccccc1)c1nc2c(Cl)cccc2s1
  7.6	-2.0	5.6	13.4	0.3	-1.3	-4.4	0.6	-0.7	-0.1
> COc1ccc(OC)c(-n2c(-c3ccc(S(C)(=O)=O)cc3)cc(C=O)c2C)c1
  -0.6	-3.4	3.6	0.5	-0.1	1.5	-1.9	-8.7	3.5	-0.3
> O=C1CC(=O)N(C2CCCCC2)C(=O)N1c1ccccc1S(=O)(=O)Oc1ccccc1
  -7.2	-4.5	3.9	3.4	-0.6	3.3	-1.4	0.4	-7.7	1.6
> Cn1c(CN2CCOCC2)nnc1SCC(=O)Nc1cccc(C(F)(F)F)c1
  -3.8	-3.0	-0.9	-0.6	-0.8	-0.9	4.0	-2.9	5.5	-0.3

Ordered by the number under PLCg1 inh (high to low): three from the list above
molecule	PLCg1 inh
Cc1cccc(NC(=O)c2cc([N+](=O)[O-])ccc2Cl)c1O	3.1
Cc1cc(Br)cn2c(Cc3cccc(F)c3)c(C3CCCCC3)nc12	1.7
COc1ccc(OC)c(-n2c(-c3ccc(S(C)(=O)=O)cc3)cc(C=O)c2C)c1	-8.7

Going on with the list:
Below each compound: ARFGAP1 inhibitor	PLC-beta3 inh	DDE Tn6 FP inh	HGIII-sPLA2 inh	KLK7 zymogen act	ASAP1 inh	DDE Tn7 FP inh	PLCg1 inh	Rev-erbA mod	UHRF1 binding
> Cc1ccc(S(=O)(=O)N2CCN(C(=O)Cc3ccc4c(c3)OCCO4)CC2)cc1C
  -12.2	0.6	4.2	-4.1	-0.2	-4.9	2.8	-0.7	2.8	-2.2
> CSc1ccc(CCNC(=O)c2nn(C)c3c2CS(=O)(=O)c2ccccc2-3)cc1
  -7.5	-4.2	5.0	0.7	-0.3	1.8	1.2	2.1	-1.6	-1.9
> OCC[C@@H]1C[C@H](O)[C@@H](O)[C@]2(CCc3ccccc3CO2)O1
  3.8	3.0	3.7	-0.7	-0.4	2.7	1.8	0.7	4.3	4.8
> CC1(C(=O)NS(=O)(=O)c2ccc(F)cc2F)CCN1C(=O)C1CCCCC1 (configuration not stated)
  9.0	-15.3	-9.7	8.8	0.1	0.3	0.6	0.5	3.4	3.3
> CC(C)(C)OC(=O)N1CCC(c2ccc[nH]2)(c2c[nH]c3ccccc23)CC1
  x	0.0	-6.9	-23.4	1.1	x	-3.3	-0.6	7.2	0.4
> Cc1ccc(-c2cc(NC(=O)Cc3c[nH]c4ccccc34)ccc2N(C)c2cccnc2)cc1
  14.0	-32.1	-3.5	0.6	0.0	-3.4	-6.1	-25.6	-2.6	1.4
> CCc1ccc2c(c1)C(c1ccncc1)=NNC(c1ccccc1)=N2
  -1.0	-0.2	-2.0	4.5	-0.3	9.1	7.2	1.3	3.9	0.9
> CCOC(=O)c1ccc(NC(=O)c2cc(=O)[nH]c3ccccc23)cc1
  -3.4	-11.0	1.2	-1.1	-3.6	-4.1	-1.9	-10.2	-2.7	-1.6
> Cc1ccc(-c2csc(NC(=O)CCNC(=O)c3ccccc3Cl)n2)cc1
  8.1	-1.4	-1.4	-16.5	0.4	3.4	0.6	0.5	0.3	2.5
> CCCCCOC(=O)Nc1ccc(S(=O)(=O)Nn2cnnc2)cc1
  11.7	1.4	-1.1	1.4	-0.1	2.5	-8.2	6.6	3.7	-0.3
> CC(=O)N1CCN(c2ccc(NC(=O)c3ccc4c(c3)OCCO4)cc2)CC1
  -3.3	1.6	7.2	7.4	0.2	-8.9	5.5	2.2	4.0	-2.9
> CCc1ccccc1NC(=O)Nc1cnccn1
  -12.5	-5.1	-3.0	-0.7	0.0	-7.5	8.7	-1.6	-1.2	-0.9
> COc1ccc(C(=O)NC(=S)Nc2ccc3c4c(cccc24)CC3)cc1OC
  6.0	-7.5	6.2	-7.6	-0.4	1.2	-2.9	-7.6	7.7	-0.7
> COc1cccc(CN2CCC2(C)C(=O)Nc2ccc(C)cc2)c1F (configuration not stated)
  -2.0	-15.9	-2.7	-0.6	0.3	-6.7	0.9	1.9	2.4	-0.7
> CC(=O)O[C@H]1c2ccccc2-c2ccccc2[C@@H]1OC(C)=O
  11.7	-9.5	-5.4	1.1	-0.3	-1.1	-1.5	0.7	-2.2	3.0
> Cc1cc(SCNC(=O)c2ccccc2)ncn1
  13.1	-3.0	2.0	1.7	0.0	7.6	4.1	0.3	1.9	-1.0
> Cc1cc(NC(=O)CSCC(=O)N(C)Cc2c(F)cccc2Cl)no1
  13.7	-5.9	2.5	4.8	0.4	-4.3	-5.3	2.5	3.0	-0.6
> COc1cc(/C=N/NC(=O)/C(=C\c2ccc([N+](=O)[O-])cc2)NC(=O)c2ccccc2)cc(OC)c1O
  -8.0	5.1	-8.2	-5.4	0.4	-0.7	-9.1	4.6	-5.5	-3.7
> CCCn1c(SCC(=O)c2cc(C)ccc2C)n[nH]c1=O
  -2.2	-4.1	-2.9	-4.6	0.1	6.7	8.5	-3.8	-8.3	-0.8
> C[C@H]1CN([C@@H](C)CO)C(=O)Cc2cc(NC(=O)CCC(F)(F)F)ccc2O[C@H]1CN(C)S(=O)(=O)c1ccc(Cl)cc1
  -12.9	3.1	-8.8	-32.8	-0.3	7.6	-5.6	4.1	-0.9	0.3

Quoted at random: 3 compounds from above.
Below each compound: ARFGAP1 inhibitor	PLC-beta3 inh	DDE Tn6 FP inh	HGIII-sPLA2 inh	KLK7 zymogen act	ASAP1 inh	DDE Tn7 FP inh	PLCg1 inh	Rev-erbA mod	UHRF1 binding
> COc1cc(/C=N/NC(=O)/C(=C\c2ccc([N+](=O)[O-])cc2)NC(=O)c2ccccc2)cc(OC)c1O
  -8.0	5.1	-8.2	-5.4	0.4	-0.7	-9.1	4.6	-5.5	-3.7
> COc1ccc(C(=O)NC(=S)Nc2ccc3c4c(cccc24)CC3)cc1OC
  6.0	-7.5	6.2	-7.6	-0.4	1.2	-2.9	-7.6	7.7	-0.7
> CCCn1c(SCC(=O)c2cc(C)ccc2C)n[nH]c1=O
  -2.2	-4.1	-2.9	-4.6	0.1	6.7	8.5	-3.8	-8.3	-0.8

(cont.)
Below each compound: ARFGAP1 inhibitor	PLC-beta3 inh	DDE Tn6 FP inh	HGIII-sPLA2 inh	KLK7 zymogen act	ASAP1 inh	DDE Tn7 FP inh	PLCg1 inh	Rev-erbA mod	UHRF1 binding
> CCOC(=O)c1c(-c2ccc(C)s2)csc1N
  -5.4	-21.9	7.6	4.4	0.3	4.4	-8.4	-20.4	0.9	0.1
> COc1ccc(/C=N\NC(=O)c2cc3c(ccc4ccccc43)o2)cc1O
  27.9*	-271.2	-3.1	-24.9	-3.2	72.5*	-2.4	-170.1	-7.2	-4.4
> CN(CC(=O)Nc1ccccc1Br)C(=O)C1CCN(C(=O)c2ccc(Cl)cc2)CC1
  2.7	-5.6	1.3	0.0	0.5	8.0	4.5	1.0	-1.2	-0.5
> COc1ccccc1-n1c(Cc2cccs2)n[nH]c1=S
  15.9	1.2	1.4	1.4	0.8	9.4	-2.8	2.2	2.1	0.2
